Screens (PubChem)
EPAC1 antag: qHTS for Antagonist of cAMP-regulated guanine nucleotide exchange factor 3 (EPAC1): primary screen | Rap guanine nucleotide exchange factor 3 (Homo sapiens), O95398 | EPAC1 GEF assay, Rap1b-BODIPY-GDP exchange fluorescence | Potency, µM (doses to about 115 µM), for inactives: at the top dose activity change, negative = inhibition, hits mostly inhibitors | 0.14% of 360,000 active;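 also: potency is read from the fitted curve at half-maximal effect; plate controls were vehicle for no effect and positive control for full effect; nearly all actives have a fitted effect of over 50% in size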
GLP1R cytotox: qHTS of GLP-1 Receptor Inverse Agonists: Cytotox Screen; 0.13% of 410,000 active; Potency, µM (titrated, usually from 38.3 µM), for inactives: top-dose activity change, negative = inhibition, usual class: inhibitors; HEK293 cAMP-luciferase reporter cells, luminescence, 24 h; AID 624418, 2012;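 also: loss of luciferase light is scored as toxicity; potency is read from the fitted curve at half-maximal effect; % is scaled to controls: 0 for no effect and ±100 for the full control effect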
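Compound-treated cells are incubated 24 hr at 37 deg C under 5% CO2 after a 12 hour attachment period, then luciferase detection reagent is added and luminescence is measured following 12 min at room temperature; lowered signal indicates toxicity.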
IL-2 act: qHTS of IL-2 Activators; IL-2 activation reporter assay, cell-based qHTS; stimulated with anti-CD3/CD4/CD28 beads; in transgenic mouse T cells; activation, % (series mostly up to about 46 µM); 0.065% of 360,000 active; AID 652025, 2013; in the data active = activation above about 50%; inconclusive = mostly about 30% to 49%; also: 0% is about no effect
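Readout: EGFP and DsRed signals by fluorescent plate cytometry. Unstimulated transgenic mouse T cells received compound 60 min before antibody-bead stimulation, then incubated 18 h at 37 degrees C.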
PI5P4Ka inh: qHTS for Inhibitors of phosphatidylinositol 5-phosphate 4-kinase (PI5P4K); max response, %; PI5P4Kalpha enzyme, ADP-Glo luminescence, 60 min; stronger effect = lower value; AID 652105, 2013; Phosphatidylinositol 5-phosphate 4-kinase type-2 alpha (Homo sapiens), P48426; 1.2% of 330,000 active; active = max response of -50% or lower; inconclusive = between -30% and -50%; inactive = -30% or higher; also: value at the top dose of about 77 µM; % is scaled to controls: 0 for no effect and ±100 for the full control effect
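qHTS, 1536-well: enzyme/substrate mix, compound by pin tool, 5 microM ATP final; RT 60 min; ADP-Glo reagents 1 (45 min) then 2 (30 min); luminescence.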
PLK1 PBD block: qHTS for Inhibitors of PLK1-PDB (polo-like kinase 1 - polo-box domain): Primary Screen; AID 720504, 2013; Potency, µM, for inactives: max response, negative = inhibition, usual class: inhibitors; Plk1 PBD binding of FITC phosphopeptide, fluorescence polarization; 2.8% of 360,000 active; also: potency is read from the fitted curve at half-maximal effect; series mostly up to about 57 µM; % is scaled to controls: 0 for no effect and ±100 for the full control effect; nearly all actives have a fitted effect of over 65% in size
Target sequence (P53350 whole entry, looked up, the tested form may be a part): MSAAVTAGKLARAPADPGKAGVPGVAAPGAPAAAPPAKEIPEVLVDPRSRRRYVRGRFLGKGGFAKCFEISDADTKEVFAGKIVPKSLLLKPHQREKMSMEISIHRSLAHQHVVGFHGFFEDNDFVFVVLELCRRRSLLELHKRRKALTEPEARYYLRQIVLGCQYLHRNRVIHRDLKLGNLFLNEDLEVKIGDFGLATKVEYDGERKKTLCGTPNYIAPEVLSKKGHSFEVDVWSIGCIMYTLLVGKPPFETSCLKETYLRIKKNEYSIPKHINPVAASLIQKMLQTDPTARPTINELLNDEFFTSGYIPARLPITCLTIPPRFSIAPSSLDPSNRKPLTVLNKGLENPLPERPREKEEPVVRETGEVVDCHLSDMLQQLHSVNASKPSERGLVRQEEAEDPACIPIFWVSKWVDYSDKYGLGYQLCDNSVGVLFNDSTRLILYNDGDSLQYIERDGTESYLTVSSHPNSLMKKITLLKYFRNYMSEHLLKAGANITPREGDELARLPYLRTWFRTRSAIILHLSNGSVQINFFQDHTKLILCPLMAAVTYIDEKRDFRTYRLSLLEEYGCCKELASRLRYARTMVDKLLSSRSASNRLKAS
GLP1R ag: qHTS of GLP-1 Receptor Agonists. Glucagon-like peptide 1 receptor (Homo sapiens), P43220. HEK293 GLP-1R CRE-luciferase, luminescence, 4-6 h; cells express a hypersensitive GLP-1R form. Potency, µM (series often up to 45.6 µM), without a hit: at the highest dose activation, hits mostly activators. 0.007% of 380,000 active. AID 624172, 2012; also: potency is read from the fitted curve at half-maximal effect; % of control where 0% means no effect
Target sequence (P43220 whole entry, looked up): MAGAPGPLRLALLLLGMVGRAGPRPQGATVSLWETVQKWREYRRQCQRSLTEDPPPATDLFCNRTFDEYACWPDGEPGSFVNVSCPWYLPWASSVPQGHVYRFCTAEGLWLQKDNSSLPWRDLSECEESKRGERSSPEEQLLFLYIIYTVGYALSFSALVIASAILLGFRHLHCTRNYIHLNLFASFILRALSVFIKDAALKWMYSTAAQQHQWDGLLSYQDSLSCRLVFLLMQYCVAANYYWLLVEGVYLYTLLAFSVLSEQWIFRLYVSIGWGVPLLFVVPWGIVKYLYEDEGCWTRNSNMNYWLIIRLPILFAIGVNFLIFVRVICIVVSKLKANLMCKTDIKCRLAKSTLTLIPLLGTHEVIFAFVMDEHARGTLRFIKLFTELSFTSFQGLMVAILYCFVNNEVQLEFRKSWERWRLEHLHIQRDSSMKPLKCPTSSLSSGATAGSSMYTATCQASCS
PTHR1 agonist: qHTS for PTHR1 Agonists: Primary Screen | 0.075% of 410,000 active | Potency, µM (titrated, usually from 115 µM), for inactives: at the top dose activation, usual class: activators | HEK293 GP2 PTHR1 cells, GloSensor cAMP luminescence, 1 h; also: potency is read from the fitted curve at half-maximal effect; nearly all actives have a fitted effect of over 55% in size; some results filed as inactive show a strong effect at the top dose; inactives centre near -15; many of its hits are not listed in these tables
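HEK-293-derived GP2 cells expressing PTHR1 and a GloSensor cAMP reporter, 3,000/well, plated overnight, given luciferin plus IBMX (each 0.5 mM as added) for 1 h at 37 °C, then compound for 1 h at 37 °C. Luminescence was read after 15 min at room temperature.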
EPAC1 agonist: qHTS for Agonist of cAMP-regulated guanine nucleotide exchange factor 3 (EPAC1): primary screen; Rap guanine nucleotide exchange factor 3 (Homo sapiens), O95398; EPAC1 agonist qHTS, biochemical assay; response scale: 100% = response to 6.5 mM cAMP; Potency, µM (highest dose often 154 µM), inactives show at the top dose activation, actives largely listed as activators; 0.073% of 360,000 active; also: potency is read from the fitted curve at half-maximal effect; nearly all actives have a fitted effect of over 60% in size
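Compounds were pinned as a concentration titration into mixtures of EPAC1 (100 nM), BODIPY-GDP-loaded Rap1B (250 nM) and GDP (50 uM). After 5 min at room temperature, fluorescence was followed for 30 min; activity was scaled to 6.5 mM cAMP.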
GLP-1R inv ag: qHTS of GLP-1 Receptor Inverse Agonists (Inhibition Mode); 1.6% of 410,000 active; HEK293 GLP-1R CRE-luciferase, luminescence, 24 h; GLP-1R form is constitutively active; Potency, µM (titrated, usually from 38.3 µM), for inactives: top-dose activity change, negative = inhibition, most hits filed as inhibitors; also: potency is read from the fitted curve at half-maximal effect; % is scaled to controls: 0 for no effect and ±100 for the full control effect; nearly all actives have a fitted effect of over 55% in size
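qHTS in 1536-well format: reporter HEK293 cells expressing constitutive GLP-1R activity in DMEM + 10% Nu serum, 24 hr with compounds at 37 deg C, luminescence read after 12 min with detection reagent.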
Active calls of the source: *; i = inactive; ? = inconclusive; · = no result given; & = joins results of further samples; [ ] = remark or other dose. Unless noted, calls follow the shape of the dose curve; as a rule, active = well fitted curve in the direction sought with a large enough effect; inconclusive = small, poorly fitted or top-dose-only effect, or another doubt; inactive = no such curve, though single readings can be large; an effect the other way counts as inactive or inconclusive. Only part of the results is shown; rates above refer to the full screens.

| SMILES | EPAC1 antag | GLP1R cytotox | IL-2 act | PI5P4Ka inh | PLK1 PBD block | GLP1R ag | PTHR1 agonist | EPAC1 agonist | GLP-1R inv ag |
| --- | --- | --- | --- | --- | --- | --- | --- | --- | --- |
| Cc1ccc(C(=O)NCC(=O)OCC(=O)c2ccccc2)s1 | 5% | -21% | 1.6 | -2 | -1% | 10% | -24% | 10% | 1% |
| COc1ccc(NC(=S)N2CCC(N(C)CCN3CCOCC3)CC2)cc1Cl | 8% | -14% | -0.9 | 0 | -5% | -16% | i | 4% | 1% |
| COc1ccc(NC(=O)c2cc3ccccc3o/c2=N\NS(=O)(=O)c2ccc(C)cc2)cc1 | -2% | 4% | 1.8 | -5 | 0% | -3% | i | -1% | 15% |
| Cc1c(NC(=O)CSc2ncn[nH]2)c(=O)n(-c2ccccc2)n1C | -14% | -2% | -0.4 | 11 | -7% | -7% | i | 0% | 8% |
| CC1(CC(=O)O)SC(=O)NC1=O (stereo not given) | -2% | 11% | -3.5 | · | -1% | 24% | -21%[57.5 µM] | 8% | 0% |
| CC(C)(C)Sc1ccc(N)nc1 | 2% | -1% | 0.4 | 0 | -9% | -4% | 13%[57.5 µM] | 1% | 6% |
| COc1cccc(NC(=O)CN2C(=O)COc3ccc(S(=O)(=O)N4CCCCCC4)cc32)c1 | -13% | -1%&-2% | 0.3 | 7 | 2% | -6% | -7%&-73% | 3% | ? |
| O=C(Nc1ccc2c(c1)OCCO2)C1CCN(C(=O)c2ccc(F)cc2)CC1 | -5% | -14% | -1.2 | · | -11% | 3% | -2%[57.5 µM] | 8% | 4% |
| CC(=O)NC(=S)NNC(=O)CCc1ccccc1 | -16% | 26% | 0.7 | -6 | ? | 2% | -90%[inhibitor] | 10% | -4% |
| C=C(C)c1cccc(C(C)(C)NC(=O)NCC2CCCO2)c1 (stereo not given) | -1% | -17% | 0.0 | 2 | -4% | -1% | -9% | -2% | 14% |
| CN(CC(=O)Nc1cccc(F)c1)C(=O)CCCc1c[nH]c2ccccc12 | ? | -14% | -0.2 | 4 | 4% | 7% | -44%[inhibitor] | -10% | ? |
| Cc1noc(/C=C/Nc2ccc(F)cc2F)c1[N+](=O)[O-] | 14% | 1% | 0.1 | -1 | -19% | 20% | -33%[inhibitor] | -5% | -1% |
| COc1ccc(NC(=O)N(C)C[C@@H]2OCc3cn(nn3)CCCC(=O)N([C@H](C)CO)C[C@H]2C)cc1 | 15% | 3% | -1.9 | 2 | -7% | -3% | -10% | -27% | 0% |
| COCC(=O)Nc1ccccc1Br | -14% | 79%[activator] | -0.2 | 0 | -15% | -1% | -3% | 3% | 24% |
| COc1cccc(NC(=O)Cn2c(=O)n(-c3ccc(C)cc3)c(=O)c3ccccc32)c1 | · | -23% | · | · | · | -4% | i | · | 4% |

Some of the entries above, reformatted:
Below each SMILES – EPAC1 antag	GLP1R cytotox	IL-2 act	PI5P4Ka inh	PLK1 PBD block	GLP1R ag	PTHR1 agonist	EPAC1 agonist	GLP-1R inv ag
> Cc1ccc(C(=O)NCC(=O)OCC(=O)c2ccccc2)s1
    5%	-21%	1.6	-2	-1%	10%	-24%	10%	1%
> COc1ccc(NC(=S)N2CCC(N(C)CCN3CCOCC3)CC2)cc1Cl
    8%	-14%	-0.9	0	-5%	-16%	i	4%	1%

(list continues)
| SMILES | EPAC1 antag | GLP1R cytotox | IL-2 act | PI5P4Ka inh | PLK1 PBD block | GLP1R ag | PTHR1 agonist | EPAC1 agonist | GLP-1R inv ag |
| --- | --- | --- | --- | --- | --- | --- | --- | --- | --- |
| CCCc1cc(=O)[nH]c(SCC(=O)N(C)CC(=O)Nc2ccccc2CC)n1 | 0% | -1% | -1.5 | -19 | 27µM* | -6% | i | 2% | 2% |
| COc1cc(F)c(S(=O)(=O)N2CCOc3ccccc32)cc1OC | -9% | 3% | -4.5 | 2 | -15% | 16% | -12% | 2% | -26% |
| COc1ccc(S(=O)(=O)N2CCC(C(=O)NCCCc3ccccc3)CC2)cc1 | 2% | 1% | -2.5 | -3 | -4% | -1% | i | 3% | 4% |
| O=C(Cc1c(F)c(F)c(F)c(F)c1F)OC12CC3CC(C1)C(=O)C(C3)C2 | 6% | 3% | -2.7 | · | 1% | 7% | -64%[inhibitor] | 4% | -1% |
| Cc1ccc(NC(=O)CN2C(=O)c3ccccc3C2=O)nc1 | -2% | 1%[7.66 µM] | 0.9 | 1 | -16% | 4% | -6% | 8% | -1%[7.66 µM] |
| COc1cc(CNC2CCCC2)cc(OC)c1 | 2% | ? | -0.7 | · | -6% | 0% | -24%[57.5 µM] | 3% | ? |
| COc1ccc(C2C(C(=O)c3ccc(C)o3)=C(O)C(=O)N2CC2CCCO2)cc1OC (stereo not given) | -12% | -4% | 0.5 | 2 | 0% | 0% | -9% | -5% | -13% |
| O=C(/C=C/c1ccccc1)NC(=S)Nc1ccc(N2CCOCC2)c(Cl)c1 | -11% | 3% | -0.3 | -4 | -2% | -8% | -4% | 1% | 15% |
| CC(CC(=O)Nc1ccc2c(c1)c(=O)n(C)n2Cc1ccc(Cl)cc1)C(F)(F)F (stereo not given) | -7% | -14% | -0.2 | 0 | -6% | 7% | -14% | -17% | -5% |
| COc1cccc(C(c2sc3nc(C)nn3c2O)N2CCN(c3ccccc3F)CC2)c1 (stereo not given) | -10% | -30% | 1.3 | -1 | 3% | 4% | -20% | -14% | ? |
| CN(Cc1cn(Cc2ccccc2)nn1)C1CN(Cc2cn(Cc3ccccc3)nn2)S(=O)(=O)C1 (stereo not given) | 7% | -4% | -0.3 | -1 | 1% | -3% | i | 7% | 14% |
| O=C(Nc1nc2ccsc2c(=O)s1)C1CCC1 | 13% | -18% | -0.7 | 0 | 6% | 0% | -20% | -1% | 10% |
| COc1ccccc1OCCSc1nc(C)c(Cc2ccccc2)c(=O)[nH]1 | -8% | -25% | -3.4 | 2 | -6% | 12% | -36%[inhibitor] | 4% | -29% |
| NCCc1nnc(SCc2ccccc2F)o1 | 0% | -4% | -2.3 | · | -2% | 5% | i | 0% | 0% |
| N#CCc1ccc(OC(=O)c2cnccc2C(F)(F)F)cc1 | -7% | 8% | -1.1 | 5 | 1% | 4% | -4% | 10% | -18% |
| COc1ccc(Cc2nc3ccccc3c(=O)n2N)cc1OC | 12% | 23% | -0.4 | -5 | -15% | 21% | -5% | 9% | 46%[activator] |
| CCN(CC)CCn1c(/N=C/c2ccc(OC)c(OC)c2)nc2ccccc21 | 0% | 0% | -5.8 | -9 | -3% | 4% | i | -4% | -5% |
| CC1CCCC(C)N1C(=O)COC(=O)c1cc(Br)ccc1Cl (stereo not given) | -22% | 20% | 0.3 | -4 | 5% | 11% | -94%[inhibitor] | 10% | -4% |
| CCC1CCCCN1CCCNC(=O)c1c(O)nc2ccccn2c1=O (stereo not given) | -13% | -3%&3% | 0.7 | 3 | -2% | -2%&0% | -10%&-8% | 0% | 3%&15% |
| COc1ccc(-n2cnc3c(sc4nc(N5CCOCC5)c5c(c43)CCCC5)c2=O)cc1 | -12% | -2% | -0.3 | 0 | -10% | -19% | 0% | -1% | 7% |
| N/C(=N\OC(=O)c1ccco1)c1cccnc1 | 2% | 11% | 0.6 | 3 | -6% | -1% | i | -7% | 15% |
| O=C(CCC1CCCC1)NNC(=O)c1ccccc1O | 4% | -12% | 2.2 | -1 | -2% | -1% | 0% | -4% | ? |
| CCNC(=O)N1c2ccc(OC)cc2C(C)=CC1(C)C | -21% | -5% | -0.8 | · | -9% | 1% | -24% | 5% | -7% |
| CN(CC1COc2ccccc2O1)C(=O)CSc1nncs1 (stereo not given) | 1% | 12% | 0.7 | -4 | 8% | 12% | i | 12% | 10% |
| O=C(C1CCN(S(=O)(=O)c2cccs2)CC1)N(c1ccccn1)C1CCCCC1 | 2% | -2% | 0.1 | -9 | -4% | 10% | -20% | -6% | 19% |
| CCC(C)C(=O)Nc1nc(C)c(-c2csc(Nc3ccccc3OC)n2)s1 (stereo not given) | -3% | 0% | -0.8 | -5 | -18% | -2% | 11% | -3% | -23% |
| O=[N+]([O-])c1ccc(NCCCNS(=O)(=O)c2ccccc2)c(Cl)c1 | 1% | -35% | -1.8 | 14 | -9% | 15% | -15% | 9% | ? |
| Cc1c(OCC(=O)N(C)C)ccc2c3c(c(=O)oc12)CCCCC3 | 4% | -11% | 0.0 | -1 | -7% | 12% | -17% | 1% | -6% |
| Cc1ccc2nc(SCC(=O)Nc3ccc(F)cc3F)nc(=O)n2c1 | -5% | -11% | 0.4 | -6 | 2% | 1% | i | -2% | 16% |
| O=C(COC(=O)COc1cccc(Br)c1)Nc1ccc(F)cc1F | -18% | -6% | -0.8 | -7 | 2% | 5% | i | -9% | 0% |
| COc1ccc(N(CC(=O)NCc2ccco2)S(=O)(=O)c2ccc(C)cc2)cc1 | -10% | -5% | 1.2 | -12 | -11% | 9% | -5% | -1% | ? |
| S=c1[nH]nc(/C=C/c2ccccc2)o1 | -7% | -12% | 0.4 | -26 | -15% | -4% | i | -3% | -28% |
| O=C1N(c2ccccc2)C2CS(=O)(=O)CC2N1c1ccc(Br)cc1 (stereo not given) | -2% | -10% | 2.1 | -4 | -10% | -3% | -26%[57.5 µM] | 19% | -27% |
| CC1(C(=O)Nc2ccc(Cl)cc2)Cc2c(-c3cccc(C(N)=O)c3)ccnc2O1 (stereo not given) | -7% | ? | 0.7 | -2 | 1% | 10% | -35%[inhibitor] | -9% | ? |
| CCOC(=O)C1CCN(Cc2cnc(Oc3ccc(OC)cc3)s2)CC1 | 0% | 16% | -0.3 | -4 | -5% | -2% | i | 6% | 7% |
| COc1ccc([N+](=O)[O-])cc1NC(=O)Cc1ccc(C)cc1 | 0% | -15% | -1.5 | -4 | -9% | 2% | i | 12% | 16% |
